OXTR agonist = human OXTR agonists, primary screen, fluorescence, CHO-OTR cells, Fluo-8 calcium. Fluo-8 calcium fluorescence; normalized: DMSO 0%, oxytocin 100%. Oxytocin receptor (Homo sapiens), P30559. activation, % at 3 µM. actives 0.32% (n = 320,000);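 active = activation above the mean of all tested compounds plus 3 SD, cutoff set per screening run, cut at about 20% in these data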;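 note: peak over basal fluorescence ratio from a 100 s FLIPR kinetic read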
CHO-K1 Ca antag = counter-screen for M1 antagonists: effect in parental CHO-K1 cells | ATP-induced calcium, Fluo-8 fluorescence | inhibition, % at 3 µM | actives 0.6% (n = 360,000);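 active = inhibition above a per-plate cutoff, the plate's mean sample inhibition plus 3 SD, cut at about 24% in these data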;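 note: 0% = DMSO plus EC80 ATP and 100% = DMSO alone without ATP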
CHO parental Ca = ATP-evoked calcium signal inhibitors, parental CHO, primary screen, counter-screen for OX1R antagonist project, cell-based, fluorescence, Fluo-8 calcium dye | parental CHO-K1, ATP-induced calcium, Fluo-8 fluorescence | inhibition, % at 5.6 µM | actives 0.63% (n = 330,000) | AID 463079, 2010;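 active = inhibition above that plate's mean sample inhibition plus 3 SD, cut at about 26% in these data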;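 note: 0% = ATP-challenged DMSO wells and 100% = DMSO wells without ATP; some compounds past the cut are filed as inactive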
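Material: parental CHO cells / Compound: single nominal dose of 5.6 µM per compound / Signal: Fluo-8 fluorescence / Replicates: singlicate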
CHO-K1 Ca PAM = nonselective calcium activators in parental CHO-K1 cells, primary screen, counter-screen for M1 PAM project, cell-based, Fluo-8 calcium fluorescence, full deck, 1536-well. actives 0.02% (n = 360,000). activation, % at 3 µM. ATP EC20; 0% at ATP EC20, 100% at ATP max;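 active = activation above the run cutoff, the mean activation of all test compounds plus 3 SD, cut at about 40% in these data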;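 note: peak over basal fluorescence ratio in a 140 s read after ATP addition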
OXTR potentiator = human OXTR potentiators, primary screen, fluorescence, CHO-OTR cells, Fluo-8 calcium; Fluo-8 calcium fluorescence, potentiator mode; 0% = oxytocin EC15, 100% = EC100; activation, % at 3 µM; actives 0.061% (n = 320,000); AID 2445, 2010;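 active = activation above that plate's cutoff, the mean activation of tested compounds plus 3 SD, cut at about 6.6% in these data, passing the limit was not always enough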;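 note: 100% uses oxytocin at 75 nM as the full agonist control; some results filed as inactive read as strong as hits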
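System: human OTR in CHO cells / Also added: sub-maximal oxytocin, roughly EC15 / Control set: EC15 oxytocin low, 75 nM oxytocin high / Schedule: 6 min compound pre-incubation at room temperature, 100 s kinetic read / Compound: single-point 3.0 µM / Replication: singlicate / Technique: Fluo-8 calcium dye fluorescence / Read-out basis: % activation of max/min ratio relative to oxytocin controls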
M1 ag parental = counter-screen for M1 agonists: effect in parental CHO-K1 cells | Fluo-8 calcium fluorescence; scaled to maximal ATP response, vehicle zero | activation, % at 3 µM | actives 0.48% (n = 360,000); in the data active = activation above about 15%;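 note: untransfected CHO-K1 host cells lacking M1 receptor as counterscreen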
TAAR1 antagonist = human TAAR1 antagonists, primary screen, Fluo-8 calcium fluorescence, CHO RD-HGA16 cells; Trace amine-associated receptor 1 (Homo sapiens), Q96RJ0; antagonist; inhibition, % at 3 µM; actives 1.5% (n = 360,000);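 active = inhibition above a per-plate cutoff, the mean inhibition of test compounds on that plate plus 3 SD, cut at about 49% in these data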;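 note: 0% = DMSO plus EC80 beta-PEA response and 100% = DMSO alone without agonist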
Target sequence (Q96RJ0 whole entry, looked up): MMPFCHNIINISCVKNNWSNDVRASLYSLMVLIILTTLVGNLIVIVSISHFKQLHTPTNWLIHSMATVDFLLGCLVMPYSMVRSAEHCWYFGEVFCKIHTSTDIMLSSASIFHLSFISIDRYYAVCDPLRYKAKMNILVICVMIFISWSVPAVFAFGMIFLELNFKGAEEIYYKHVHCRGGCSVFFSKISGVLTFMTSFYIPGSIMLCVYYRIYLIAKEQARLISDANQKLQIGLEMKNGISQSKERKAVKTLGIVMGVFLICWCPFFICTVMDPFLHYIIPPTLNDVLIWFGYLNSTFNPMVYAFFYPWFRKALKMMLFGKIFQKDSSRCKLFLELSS
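Assay system: CHO-derived RD-HGA16 cells stably expressing human TAAR1 plus Gα16. Timing: 140 s kinetic read after compound, 140 s after agonist. Technique: kinetic Fluo-8 calcium fluorescence measurement. Measure: % inhibition of agonist calcium response.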
GPR7 antag = GPR7 receptor antagonists, primary screen, cell-based, fluorescence, single concentration; Neuropeptides B/W receptor type 1 (Homo sapiens), P48145; actives 1.1% (n = 290,000); inhibition, % at 4.4 µM; GPR7-expressing cells, fluorescence antagonist assay; AID 1861, 2009; in the data active = inhibition above about 16%, passing the limit was not always enough;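 note: cells stimulated with the agonist NPW; 0% = agonist with vehicle and 100% = vehicle without agonist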
Target sequence (P48145 whole entry, looked up): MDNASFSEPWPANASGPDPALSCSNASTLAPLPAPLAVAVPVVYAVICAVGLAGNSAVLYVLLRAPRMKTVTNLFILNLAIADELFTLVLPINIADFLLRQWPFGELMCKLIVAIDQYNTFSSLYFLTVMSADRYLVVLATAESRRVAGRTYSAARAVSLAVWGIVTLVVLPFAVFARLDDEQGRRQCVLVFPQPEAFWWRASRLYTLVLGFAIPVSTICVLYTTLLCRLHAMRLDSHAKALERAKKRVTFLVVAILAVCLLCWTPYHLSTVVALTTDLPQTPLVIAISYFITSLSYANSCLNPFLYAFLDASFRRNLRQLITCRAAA
V1aR counter = agonists of human V1a receptor, primary screen, counter-screen for OXTR agonist project, fluorescence, CHO-V1R cells; actives 0.25% (n = 320,000); Vasopressin V1a receptor (Homo sapiens), P37288; Fluo-8 calcium fluorescence, agonist mode; 0% DMSO, 100% 3 nM vasopressin; activation, % at 3 µM;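 active = activation above the mean activation of all tested compounds plus 3 SD, per screening run, cut at about 20% in these data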;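 note: signal is peak over basal fluorescence ratio across a 100 second FLIPR read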
Target sequence (P37288 whole entry, looked up): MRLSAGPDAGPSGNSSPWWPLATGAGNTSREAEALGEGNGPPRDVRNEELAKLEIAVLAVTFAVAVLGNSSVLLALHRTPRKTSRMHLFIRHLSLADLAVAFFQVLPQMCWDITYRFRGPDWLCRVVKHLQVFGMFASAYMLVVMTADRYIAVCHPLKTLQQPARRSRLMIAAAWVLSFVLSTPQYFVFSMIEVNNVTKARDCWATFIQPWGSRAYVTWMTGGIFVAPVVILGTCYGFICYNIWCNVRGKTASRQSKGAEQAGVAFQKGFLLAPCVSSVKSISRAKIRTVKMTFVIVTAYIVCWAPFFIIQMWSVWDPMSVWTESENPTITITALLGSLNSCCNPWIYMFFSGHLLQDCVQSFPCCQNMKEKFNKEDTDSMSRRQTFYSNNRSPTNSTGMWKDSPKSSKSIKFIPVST
The depositor's hits bear a star; / = no result given.

SMILES | OXTR agonist | CHO-K1 Ca antag | CHO parental Ca | CHO-K1 Ca PAM | OXTR potentiator | M1 ag parental | TAAR1 antagonist | GPR7 antag | V1aR counter
COc1ccc(CCNC(=O)CCOc2ccc(C)cc2)cc1OC | -0.4 | -11.9 | -5.0 | 13.1 | -6.9 | 1.7 | -15.7 | -7.9 | 0.6
COCCCNC(=O)c1cccc2c(=O)c(C)c(-c3ccccc3)oc12 | -0.7 | -1.1 | -9.4 | 19.4 | -11.6 | 2.1 | -6.5 | -4.5 | 0.1
CCOCCCNC(=O)c1cc2c(=O)n3cccc(C)c3nc2n1C | -0.4 | 9.5 | 6.7 | -8.3 | -5.2 | 0.5 | -7.6 | / | 0.3
CCc1nc(C(N)=O)c2[nH]c(=O)n(-c3ccccc3F)c2n1 | 0.6 | -15.8 | 0.2 | -7.8 | 5.7 | 0.5 | -23.0 | -8.5 | 0.5
O=C1N/C(=N/S(=O)(=O)c2ccccc2)S/C1=C/c1cccnc1 | -0.9 | 13.2 | -4.3 | 13.7 | -14.7 | 0.6 | 13.2 | -7.9 | 0.4
COC(=O)CCCCC1SCC(NC(=O)c2ccccc2)C1=O (stereo unspecified) | 1.6 | -8.2 | -11.4 | 25.9 | 0.8 | 3.0 | -5.2 | 0.1 | 3.5
C=CCn1c(O)c(N=NC(=S)Nc2ccc(OC)c(Cl)c2)c2ccccc21 | -0.1 | 1.1 | -8.3 | 1.9 | -1.7 | -0.2 | 7.4 | -13.3 | -0.1
COCCOC(=O)c1cc(C(=O)c2cc(Cl)ccc2O)coc1=N | 0.8 | -4.7 | -22.9 | 15.7 | 2.4 | 0.8 | 14.9 | -20.4 | 0.6
CCc1nc(NCC2CCCN2CC)c2nnn(Cc3ccccc3F)c2n1 (stereo unspecified) | -1.2 | -18.8 | -20.9 | 16.7 | -9.9 | 0.0 | -14.6 | -10.8 | -0.1
CC(=O)Nc1nc2n(n1)C(c1ccccc1)C=C(c1ccccc1)N2 (stereo unspecified) | 1.5 | -13.5 | -2.0 | -4.2 | -4.2 | 2.3 | / | -15.8 | 2.0
COC(CNC(=O)c1ccc2c(c1)ncn2C1CCCCCC1)OC | 0.8 | -17.8 | -8.7 | 26.5 | -2.3 | 3.3 | -3.2 | 4.6 | 0.1
Cc1nc(SCC(=O)N(C)C2CCS(=O)(=O)C2)c2ccccc2n1 (stereo unspecified) | 2.4 | -15.3 | -5.2 | 8.2 | 0.9 | 0.2 | 1.6 | / | 3.1

The final two compounds of the part above open the next one.
SMILES | OXTR agonist | CHO-K1 Ca antag | CHO parental Ca | CHO-K1 Ca PAM | OXTR potentiator | M1 ag parental | TAAR1 antagonist | GPR7 antag | V1aR counter
COC(CNC(=O)c1ccc2c(c1)ncn2C1CCCCCC1)OC | 0.8 | -17.8 | -8.7 | 26.5 | -2.3 | 3.3 | -3.2 | 4.6 | 0.1
Cc1nc(SCC(=O)N(C)C2CCS(=O)(=O)C2)c2ccccc2n1 (stereo unspecified) | 2.4 | -15.3 | -5.2 | 8.2 | 0.9 | 0.2 | 1.6 | / | 3.1
CCCCN(C(=O)C1CC(=O)N(c2ccc(OC)cc2OC)C1)c1c(N)n(CC(C)C)c(=O)[nH]c1=O (stereo unspecified) | -0.6 | 2.1 | -3.1 | -10.4 | -3.6 | 0.3 | -13.8 | -11.1 | -0.7
O=C(N/N=C/c1ccc(O)c([N+](=O)[O-])c1)C(O)(c1ccccc1)c1ccccc1 | -1.2 | -5.6 | 0.2 | 19.1 | -4.7 | 0.8 | -9.0 | -9.0 | 5.1
O=C(CSc1nc(O)cc(=O)n1-c1ccc(Cl)c(Cl)c1)Nc1ccc(Cl)cc1Cl | 0.4 | 1.9 | -11.8 | -3.1 | -2.0 | 0.3 | 2.5 | -3.3 | 0.4
CCN(C(=O)c1cc2ccccc2oc1=O)c1ccccc1 | 0.9 | -10.8 | -7.7 | 24.6 | -8.4 | 0.6 | -14.6 | -2.3 | 0.5
CCOC(=O)c1cnc(COc2ccccc2Cl)[nH]c1=O | -0.3 | -7.1 | 4.8 | 14.2 | -1.9 | 1.0 | 2.3 | -2.4 | 1.2
C=CCn1c(SCC(=O)Nc2ccc(OC)cc2)nc2ccccc2c1=O | -2.4 | -6.5 | -9.9 | 5.8 | -6.9 | 0.0 | -14.0 | 12.9 | -0.7
C=C(C)CSc1nnc(-c2ccc(C)cc2)n1N | -2.5 | -10.8 | -16.9 | 14.5 | -2.0 | 0.2 | -6.2 | 4.6 | -0.6
CCOc1ccccc1-n1c(SCC(N)=O)nnc1-c1ccco1 | -0.8 | 0.1 | -7.2 | -6.5 | 0.0 | -0.1 | / | -15.0 | 0.0
O=C(O)c1ccccc1C(=O)OCc1c(-c2ccccc2)ncc2ccccc12 | -1.1 | -7.8 | -14.1 | -12.6 | 1.6 | -0.6 | -13.5 | / | -0.8
O=C(Nc1ccc(Cl)cc1)NC1CCCCC1Cc1ccco1 (stereo unspecified) | 0.8 | 16.4 | 14.1 | 7.5 | -9.8 | 8.1 | 25.7 | -10.6 | 2.1
Cc1c(C=C(C#N)c2ccc([N+](=O)[O-])cc2)c(=O)n(-c2ccccc2)n1C | / | -9.0 | / | 9.3 | / | 0.0 | -3.7 | / | /
CCCC(=O)Nc1cc(-c2cn3cccnc3n2)ccc1OC | -0.7 | -4.4 | -0.2 | 6.2 | -8.3 | 0.1 | 8.5 | -3.8 | -0.7
CCN1C(=O)/C(=C\C=C\c2ccccc2[N+](=O)[O-])SC1=S | / | 4.7 | / | 4.7 | / | 0.6 | 1.8 | -16.0 | /
CCOc1cc(N2CCCC2)ccc1[N+](=O)[O-] | 0.5 | -3.6 | -4.5 | 13.8 | 0.7 | 0.8 | -39.5 | -1.1 | -0.6
CN(Cc1ccccc1)c1nc2c(c(=O)[nH]c(=O)n2C)n1CCCSc1ncccn1 | -1.0 | -15.1 | -4.9 | 20.3 | -7.6 | 3.8 | 10.8 | 1.1 | 1.0
C[C@@H]1CN([C@@H](C)CO)C(=O)c2cc(Br)cnc2O[C@H]1CN(C)Cc1ccc(-c2ccccc2)cc1 | / | -17.7 | / | 23.4 | / | 0.7 | -3.9 | / | /
Cc1ccc2cc(CN(C(=O)c3ccncc3)C(C)C)c(=O)[nH]c2c1 | -0.5 | 15.1 | -3.0 | 1.2 | -5.6 | -0.7 | -7.9 | -2.8 | -0.7
CC1CN(C(=O)c2cc3c(s2)CCC3)CC(C)O1 (stereo unspecified) | -0.8 | -6.4 | 3.5 | 1.1 | 3.7 | -0.3 | 19.8 | -10.0 | -0.1
O=C(O)/C=C/C(=O)Nc1ccccc1SC(F)(F)C(F)(F)C(F)(F)F | -0.5 | 0.0 | 17.2 | -8.9 | -6.7 | 0.4 | 3.4 | -13.4 | 1.4
Cc1cccc(OCC(=O)Nc2ccccc2N2CCCCC2)c1 | 0.6 | -2.6 | -47.6 | 17.2 | -4.3 | 0.4 | 16.6 | -6.8 | -0.2
CC1CCc2sc(C(=O)NCCCn3ccnc3)cc2C1 (stereo unspecified) | -0.8 | 4.5 | -10.7 | -7.9 | -7.2 | 1.0 | -16.1 | -1.2 | 0.7
Clc1cccc(-c2ccc(CNCc3ccccn3)o2)c1 | 2.0 | -13.4 | -18.3 | 25.0 | -6.9 | 3.9 | 8.7 | -4.0 | 1.9
CC(=O)NCCC(=O)Nc1cc(S(=O)(=O)N2CCCCC2)ccc1N1CCCCC1 | 1.2 | 6.3 | -8.1 | 13.2 | -3.0 | 1.0 | -3.8 | / | 1.5
Cc1nc(N2CCCCC2)c2c(-c3cccs3)csc2n1 | -2.0 | -8.4 | -6.3 | -10.3 | -6.0 | 2.0 | -13.9 | -9.0 | -0.3
CCc1sc(NC(=O)C(C)C)nc1-c1ccccc1 | -2.3 | -1.9 | -17.2 | -0.7 | -1.7 | 0.4 | -19.2 | -14.5 | -1.2
CCc1ccc(CC)c(S(=O)(=O)Nc2ccc(O)c(C(=O)O)c2)c1 | 1.0 | -30.0 | -13.3 | 11.4 | -7.0 | 0.4 | -7.6 | -12.2 | 1.1
CCOC(=O)c1sc(-c2ccc(C)cc2)c(C#N)c1C | 0.5 | -6.0 | -6.8 | 26.8 | -9.3 | 1.1 | -10.5 | -18.5 | -0.9
O=C(CCn1c(=O)c2cccn2c2cccnc21)NCc1cccc(Cl)c1 | -0.6 | -12.8 | -5.9 | 1.4 | -8.5 | 1.1 | -13.3 | 7.3 | 0.4
Cc1ccc(C)c(NC(=O)c2ccccc2O)c1 | 14.3 | 6.2 | -11.8 | 2.7 | -18.9 | 8.9 | -0.2 | -7.4 | 6.2
O=C(O)CN1CCN(Cc2ccc(F)cc2)C1=O | 0.7 | -10.0 | -3.3 | 6.1 | 1.6 | 1.1 | -6.9 | 1.6 | -0.8
O=C(CNS(=O)(=O)c1ccc(Cl)cc1)NNC(=O)c1cccnc1 | 0.5 | -19.7 | -5.4 | 2.2 | -6.7 | 0.4 | -30.1 | -5.8 | -0.5
O=C(NCc1cccs1)C1CC(=O)N(c2ccccc2)C1 (stereo unspecified) | 0.1 | -11.5 | -10.5 | 12.8 | -8.0 | 0.6 | -0.9 | 0.9 | 0.1
CCc1c(C(=O)N2CCN(c3ccccc3F)CC2)[nH]c(C)c1C(C)=O | 7.2 | -7.0 | -11.1 | 10.1 | -14.3 | 1.0 | 11.3 | 0.1 | 6.4
CCN(Cc1ccncc1)C(=O)CCc1ccccc1 | 0.1 | -5.2 | 7.5 | 12.0 | -7.0 | 0.1 | 3.9 | -19.6 | 1.1
CC(=O)c1ccc(N=C2NC(=O)C(CO)(CO)S2)cc1 | 0.4 | 3.5 | 12.5 | 9.9 | 7.8 | 2.0 | 0.2 | -4.5 | 0.0
COC(=O)c1coc(-c2ccc(C)cc2)c1C(=O)OC | -1.9 | -15.8 | -3.9 | 16.6 | 0.8 | -0.2 | -9.8 | 0.9 | -1.7
CCOC(=O)C1=CN(CC)S(=O)(=O)NC1c1ccc2ccccc2c1 (stereo unspecified) | / | 0.0 | -0.1 | 1.8 | / | 1.6 | -21.8 | / | /
CCOCCCn1c(=S)[nH]c2cc(C(=O)NCc3ccc(F)cc3)ccc2c1=O | 1.2 | 2.3 | -2.3 | -7.8 | -7.6 | 0.2 | -1.6 | -8.6 | 0.3
COc1cc(-c2nnc(-c3ccc(S(=O)(=O)c4ccccc4)cc3)o2)cc(OC)c1OC | / | -5.2 | / | 12.8 | / | 0.5 | 6.3 | 0.1 | /
Cn1c(Cc2cccs2)nnc1SCC(=O)N1CCCc2ccccc21 | 2.4 | -9.0 | 0.3 | 6.0 | -5.7 | 0.2 | 0.6 | -0.8 | 0.1
